Bioassay records as filed in PubChem.
GPR35 arrestin U2OS: inhibition of zaprinast-stimulated GPR35 beta-arrestin translocation – imaging, U2OS, beta-arrestin-GFP, zaprinast agonist, primary screen (AID 2058) | U2OS GPR35 beta-arrestin-GFP translocation imaging, zaprinast antagonism; higher % means a stronger effect | inhibition, % at 10 µM; hits with a dose series show IC50 in µM | hit rate 0.052% among 290,000;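 active = inhibition of at least 50% with at least 30 cells and total cytoplasm GFP at most 10,000,000; inconclusive = under 30 cells or total GFP of 10,000,000 plus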
KOR beta-arrestin-1: kappa opioid receptor blockers – cell-based, luminescence, uHTS (AID 1778). one-dose inhibition, % at 10 µM; IC50 in µM for titrated hits. hit rate 0.091% among 290,000. KOR beta-arrestin recruitment, luminescence, antagonist mode; higher % means a stronger effect; note: strong numbers were not always called active
GPR55 activation: selective activators of receptor GPR55 – imaging, U2OS cells, beta-arrestin-GFP redistribution, primary screen (AID 1961); one-dose activation, % at 10 µM; EC50 in µM for titrated hits; U2OS GPR55 beta-arrestin-GFP redistribution imaging; higher % means a stronger effect; hit rate 0.048% among 290,000;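 active = activation above 40% with more than 50 cells counted in the well; inconclusive = wells holding fewer than 50 cells, flagged as toxic or sparse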;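 note: U2OS osteosarcoma cells stably expressing GPR55 and beta-arrestin-GFP; plate controls were DMSO negative control for no effect and LPI positive control for full effect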
HIV peptide binding: cell-free HIV fusion peptide-binding blockers – biochemical, uHTS, fluorescence dequenching, primary screen (AID 1986) | cell-free peptide binding, fluorescence dequenching, 30 min; higher % means a stronger effect | inhibition, % at 20 µM; hits with a dose series show IC50 in µM | hit rate 0.3% among 290,000; in the data active = inhibition mostly above about 52%, no sharp cut-off; inactive = mostly below about 76%; note: some results filed as inactive read as strong as hits
Myeloid diff MLP: myeloid differentiation induction | ER-HoxA9 myeloid progenitors, lysozyme-GFP differentiation, flow cytometry | calls only at 10 µM | hit rate 1% among 360,000;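 active = normalized GFP-positive differentiation at or above the plate's own cutoff, the solvent-only control mean plus 3 SD; inconclusive = no clear call, values can overlap the other calls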;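 note: cells exposed to compound for four days before flow analysis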
NOD1 NF-kB reporter: inhibition of NOD1-driven NF-kB reporter – cell-based, luminescence, uHTS, primary screen (AID 1578); NOD1-driven NF-kB luciferase reporter cells, luminescence; higher % means a stronger effect; inhibition, % at 4 µM; hits with a dose series show EC50 in µM; hit rate 1% among 290,000; in the data active = inhibition mostly above about 36%, no sharp cut-off; inactive = mostly below about 34%;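 note: HEK-293T reporter cells stimulated with the NOD1 agonist gamma-tri-DAP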
HEK293 NOD2/NF-kB: NOD2 signaling inhibitors, cell-based, luminescence, uHTS, HEK293 (AID 1566); HEK293 NOD2/NF-kB luciferase reporter, luminescence; higher % means a stronger effect; inhibition, % at 4 µM; hits with a dose series show EC50 in µM; hit rate 0.63% among 290,000; note: many of its hits are not listed in these tables
GPR55 antagonists: inhibition of LPI-stimulated GPR55 beta-arrestin translocation – imaging, U2OS, beta-arrestin-GFP, LPI agonist, primary screen (AID 2013); U2OS GPR55 beta-arrestin-GFP translocation imaging, LPI antagonism; higher % means a stronger effect; inhibition, % at 10 µM; hits with a dose series show IC50 in µM; hit rate 0.13% among 290,000;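 active = spots per cell inhibited over 60%, with over 100 cells counted and total cytoplasm intensity under 500,000; inconclusive = wells with under 100 cells, flagged as likely toxic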;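 note: U2OS cells stably carrying GPR55 and arrestin-GFP stimulated by 5 µM LPI near EC80; imaged beta-arrestin-GFP aggregate spots per cell after agonist stimulation; plate controls were LPI-stimulated DMSO wells for no effect and DMSO wells without LPI for full effect; some results filed as inactive read as strong as hits; confirmed hits need IC50 under 10 µM and bright autofluorescent wells are also inconclusive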
KOR beta-arrestin-2: kappa opioid receptor activators – cell-based, luminescence, uHTS, primary screen (AID 1777). KOR beta-arrestin recruitment, luminescence; higher % means a stronger effect. one-dose activation, % at 10 µM; EC50 in µM for titrated hits. hit rate 0.02% among 280,000; in the data active = activation above about 50%, passing the limit was not always enough; note: a part of the inactive calls stands beside numbers as strong as those of hits
Myeloid diff MLP GFP+ MAC1+ %: further read-out of Myeloid diff MLP, marked with its call; GFP+ MAC1+ double positive, %; measured here: differentiation confirmed by MAC1 staining
Starred values were filed as active, the others as inactive; i = inactive; ? = inconclusive; / = not tested or not shown; [ ] = remark or other dose. Cut-off read from the data, not from the text of the source, unless noted: active = inhibition above about 50%; inactive = the rest. These rows are one share of the data; the hit share may differ from the screen's.

mol,GPR35 arrestin U2OS,KOR beta-arrestin-1,GPR55 activation,HIV peptide binding,Myeloid diff MLP,Myeloid diff MLP GFP+ MAC1+ %,NOD1 NF-kB reporter,HEK293 NOD2/NF-kB,GPR55 antagonists,KOR beta-arrestin-2
C=CCn1c(=O)/c(=C/c2cc(OC)c(OC)c(OC)c2)s/c1=C(/C#N)c1nc2ccccc2n1C,1.6%,-45.8%,-0.3%,-0.6%,i,0.0,5.3%,-9.9%,-0.6%,14.1%
CCNc1cccc2c1C(=O)N(C)C2=O,-16.3%,11.0%,0.3%,-2.1%,i,6.6,8.0%,-4.8%,-0.2%,0.7%
O=C(CSc1nnc2c(n1)[nH]c1ccc(S(=O)(=O)N3CCOCC3)cc12)Nc1ccccc1Cl,-3.4%,-34.0%,-0.5%,0.5%,i,0.6,-17.6%,-4.3%,-12.0%,-6.6%
CCOc1ccc(CC(=O)Nc2c(C(=O)Nc3ccccc3)oc3ccccc23)cc1OCC,-8.1%,-5.3%,-0.2%,-2.5%,i,0.3,-79.2%,0.4%,1.1%,3.0%
CC(=O)Nc1ccc(C(=O)Cn2c3[n+](c4c(F)c(F)ccc42)CCCCC3)cc1,2.8%,-12.3%,1.3%,0.5%,i,0.3,-14.3%,7.1%,-1.5%,5.0%
CCOc1ccc(S(=O)(=O)Nc2cc(Cl)ccc2O)cc1,-22.9%,9.6%,-0.1%,8.3%,i,1.0,5.5%,-1.1%,-12.9%,-4.1%
COCCCNC(=O)c1ccc2nc3ccccc3c(=O)n2c1,2.3%,-22.4%,0.1%,2.6%,i,0.8,-5.7%,10.3%,-6.1%,-3.0%
Cc1ccc([N+](=O)[O-])cc1NC(=S)NC(=O)c1ccco1,14.2%,-13.0%,0.6%,-0.5%,i,0.9,-13.9%,10.2%,11.6%,-1.9%
O=C(CSc1nnc2sc3ccccc3n12)NCc1ccc2c(c1)OCO2,-21.5%,10.6%,-0.1%,-2.0%,i,2.3,1.2%,0.8%,-2.1%,-1.5%
Cc1nn(C)c(C)c1/C=N/NC(=O)c1csc2ccccc12,9.0%,-2.3%,0.3%,-1.2%,/,/,-31.2%,-16.4%,2.8%,-2.4%
CCn1c(SCC(=O)NC2CCCC2)nnc1C(C)NC(=O)c1ccccc1F (centres undefined),-0.9%,-27.5%,-0.2%,2.5%,i,0.4,-9.5%,17.2%,-3.6%,4.7%
CC1Cc2ccccc2N1C(=O)CSCC(=O)O (centres undefined),14.7%,-20.1%,0.1%,0.3%,i,1.2,6.1%,4.0%,23.6%,1.9%
COc1ccc(NC(=O)Cc2ccccc2F)cn1,2.9%,-16.4%,-0.2%,2.5%,i,1.5,-14.5%,12.6%,5.7%,1.7%
CCOC(=O)C/C(=N\Nc1ncnc2ccccc12)c1ccccc1,-0.9%,-23.5%,0.2%,-1.1%,i,0.7,-7.9%,-10.0%,-12.4%,0.5%
CC(=O)NNC(=O)c1nc(-c2ccccc2)c(C)o1,16.4%,19.5%,-0.2%,0.1%,i,0.2,-4.0%,9.7%,3.7%,-4.4%
COc1ccc(C(=O)Nc2nnc(-c3cccs3)s2)cc1,4.2%,17.0%,0.3%,1.2%,?,/,-56.5%,-179.5%,2.6%,3.4%
COc1ccc(C(=S)N2CCCC2)cc1,10.0%,14.5%,0.2%,-2.6%,i,2.1,-5.3%,-8.5%,1.0%,-6.6%
O=C(CNC(=O)c1ccc(F)cc1)Nc1ccccc1C(F)(F)F,3.6%,1.5%,-0.1%,0.3%,i,0.4,-5.0%,4.0%,-3.6%,-1.8%
COc1ccc(/C=N/Nc2ncc(Br)cn2)c(OC)c1,-12.4%,-100.0%[20 µM],-0.2%,0.1%,i,0.3,-23.0%,-148.9%,-8.0%,/
O=C(CSc1ccc(Cl)cc1)Nc1cccc(-c2nc3ccccc3[nH]2)c1,-1.4%,17.6%,-0.1%,-0.5%,i,0.5,-35.5%,-11.2%,-1.6%,-3.8%
CCn1ccnc1CN(C)Cc1cn(-c2cc(C)ccc2C)nc1-c1ccccc1,5.8%,5.4%,-0.3%,-0.6%,i,0.0,-18.9%,-0.6%,21.0%,5.4%
O=C1C2C3c4ccccc4C(c4ccccc43)[C@@H]2c2nc3ccccc3n21 (some centres undefined),10.2%,12.9%,0.6%,-2.8%,i,1.2,/,35.7%,0.1%,-3.6%
Cc1nc(C)c(C(=O)NNS(=O)(=O)c2ccccc2)s1,-6.1%,3.3%,2.7%,1.8%,i,0.2,-21.2%,12.1%,6.6%,2.6%
Cc1cc(-c2n[nH]c(=S)n2/N=C/c2cc([N+](=O)[O-])ccc2Cl)n[nH]1,-10.5%,-90.3%,0.0%,2.5%,?,/,-26.3%,9.7%,26.3%,12.0%
Cc1[nH]c(C)c(S(=O)(=O)N2CCCCC2)c1C(=O)N1CCCCC1,-3.7%,-4.8%,-0.3%,-1.4%,i,2.0,-17.2%,7.0%,29.6%,-4.0%

The list goes on.
mol,GPR35 arrestin U2OS,KOR beta-arrestin-1,GPR55 activation,HIV peptide binding,Myeloid diff MLP,Myeloid diff MLP GFP+ MAC1+ %,NOD1 NF-kB reporter,HEK293 NOD2/NF-kB,GPR55 antagonists,KOR beta-arrestin-2
O=C(CCCOc1ccc(Cl)cc1Cl)N/N=C/c1ccco1,-8.9%,-56.1%,0.6%,-0.5%,i,0.5,-12.6%,-19.2%,-14.0%,0.9%
CCNC(=S)N1CCc2cc(OC)c(OC)cc2C1COc1ccccc1OC (centres undefined),-7.9%,4.9%,1.1%,-3.3%,i,0.6,-10.9%,17.4%,1.1%,-3.4%
CCN1CCN(C(=O)c2cc3nc(-c4ccccc4)cc(C(F)(F)F)n3n2)CC1,3.1%,-31.4%,-0.1%,-3.6%,i,7.1,-4.0%,4.7%,0.1%,-4.1%
CN(C)c1ccc(S(=O)(=O)N2CCCCC2)cc1NC(=O)COc1ccccc1F,0.4%,12.7%,-0.1%,-0.5%,i,0.7,-9.6%,-15.8%,10.7%,0.5%
Cc1cc(C)cc(NC(=O)Nc2ccc3c(c2)CCC3)c1,4.3%,-8.4%,-0.2%,-1.7%,i,0.8,-20.0%,-20.0%,12.6%,-4.9%
CCOC(=O)N1CCN(S(=O)(=O)c2ccc(C(=O)N(CCCN(C)C)c3nc4ccc(Cl)cc4s3)cc2)CC1,18.8%,-7.9%,-0.1%,0.0%,i,0.0,-18.2%,5.6%,15.3%,7.8%
C[n+]1ccccc1/C=C/c1ccc([N+](=O)[O-])cc1,-4.8%,28.7%,-0.1%,-0.9%,i,11.4,0.6%,13.6%,13.3%,-5.5%
O=C(CC12CC3CC(CC(C3)C1)C2)NCC(=O)OCc1cc(=O)oc2ccc3ccccc3c12,-5.9%,-46.4%,-0.2%,0.3%,i,0.6,-20.5%,5.2%,11.9%,0.9%
O=C(Cc1c[nH]c2ccccc12)NCc1ccc2c(c1)OCO2,-2.7%,-11.3%,-0.2%,-1.4%,i,0.5,43.5%,2.2%,3.5%,7.1%
Cc1ccc(S(=O)(=O)N2CCOC2CNC(=O)C(=O)NCCCc2ccccc2)cc1 (centres undefined),3.2%,-7.5%,0.3%,-0.7%,i,0.2,-6.8%,6.8%,21.2%,4.9%
CCCOC(=O)c1ccc(Oc2c(-c3ccc(O)cc3O)n[nH]c2C)cc1,-3.4%,-11.7%,0.8%,0.7%,i,0.8,-0.4%,6.1%,36.9%,-0.4%
COc1cccc(CNC(=O)C2CCC(=O)N(C3CC3)C2)c1OC (centres undefined),-5.1%,4.2%,0.2%,-0.3%,i,1.0,-26.0%,-2.5%,-2.0%,2.7%
Cc1ccc(CS(=O)Cc2ccc(C(=O)N3CCN(c4ccccn4)CC3)o2)cc1 (centres undefined),9.6%,2.6%,-0.1%,1.3%,i,1.5,-17.6%,9.4%,18.4%,-0.4%
COCc1nnc(NC(=O)CSCc2ccccc2)s1,-7.7%,-12.3%,-0.1%,-2.1%,i,1.0,-0.4%,8.1%,-22.9%,8.6%
COc1ccc(N2C(=O)CC(Sc3ccccc3C(=O)O)C2=O)c([N+](=O)[O-])c1 (centres undefined),-3.3%,-28.7%[20 µM],0.2%,-1.9%,i,0.3,-25.8%,-7.1%,1.6%,1.0%
COCC(=O)Nc1sc2c(c1C(=O)OC)C(C(=O)OC)CC2 (centres undefined),22.5%,-35.6%,-0.1%,3.2%,i,1.1,/,-2.1%,15.7%,1.3%
COc1ccc(CNC(=O)C(C)OC(=O)C23CC4CC(CC(O)(C4)C2)C3)cc1 (centres undefined),4.5%,-29.4%,0.6%,-3.9%,i,0.4,16.1%,2.7%,-0.4%,0.8%

A second format for part of the listing above.
Values run as follows: GPR35 arrestin U2OS, KOR beta-arrestin-1, GPR55 activation, HIV peptide binding, Myeloid diff MLP, Myeloid diff MLP GFP+ MAC1+ %, NOD1 NF-kB reporter, HEK293 NOD2/NF-kB, GPR55 antagonists, KOR beta-arrestin-2
> C[n+]1ccccc1/C=C/c1ccc([N+](=O)[O-])cc1
 : -4.8%, 28.7%, -0.1%, -0.9%, i, 11.4, 0.6%, 13.6%, 13.3%, -5.5%
> COc1ccc(CNC(=O)C(C)OC(=O)C23CC4CC(CC(O)(C4)C2)C3)cc1 (centres undefined)
 : 4.5%, -29.4%, 0.6%, -3.9%, i, 0.4, 16.1%, 2.7%, -0.4%, 0.8%
> CCNC(=S)N1CCc2cc(OC)c(OC)cc2C1COc1ccccc1OC (centres undefined)
 : -7.9%, 4.9%, 1.1%, -3.3%, i, 0.6, -10.9%, 17.4%, 1.1%, -3.4%
> Cc1ccc(S(=O)(=O)N2CCOC2CNC(=O)C(=O)NCCCc2ccccc2)cc1 (centres undefined)
 : 3.2%, -7.5%, 0.3%, -0.7%, i, 0.2, -6.8%, 6.8%, 21.2%, 4.9%
> CN(C)c1ccc(S(=O)(=O)N2CCCCC2)cc1NC(=O)COc1ccccc1F
 : 0.4%, 12.7%, -0.1%, -0.5%, i, 0.7, -9.6%, -15.8%, 10.7%, 0.5%
> O=C(CCCOc1ccc(Cl)cc1Cl)N/N=C/c1ccco1
 : -8.9%, -56.1%, 0.6%, -0.5%, i, 0.5, -12.6%, -19.2%, -14.0%, 0.9%
> Cc1ccc(CS(=O)Cc2ccc(C(=O)N3CCN(c4ccccn4)CC3)o2)cc1 (centres undefined)
 : 9.6%, 2.6%, -0.1%, 1.3%, i, 1.5, -17.6%, 9.4%, 18.4%, -0.4%
